procasp3 activ: activators of human procaspase-3 D3A mutant, primary screen, biochemical, absorbance, PC-3 D3A mutant, single concentration; 330,000 compounds, 0.11% hits; Caspase-3 (Homo sapiens), P42574; activation, % at 8.5 µM; recombinant procaspase-3 D3A, Ac-DEVD-pNA absorbance 405 nm;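 active means activation above the mean of all tested compounds plus 3 SD, cut at about 21% in these data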;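 further: 0% = DMSO alone and 100% = DMSO wells spiked with extra 5 µM PC-3 D3A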
Target sequence (P42574 whole entry D9A/D28A/D175A): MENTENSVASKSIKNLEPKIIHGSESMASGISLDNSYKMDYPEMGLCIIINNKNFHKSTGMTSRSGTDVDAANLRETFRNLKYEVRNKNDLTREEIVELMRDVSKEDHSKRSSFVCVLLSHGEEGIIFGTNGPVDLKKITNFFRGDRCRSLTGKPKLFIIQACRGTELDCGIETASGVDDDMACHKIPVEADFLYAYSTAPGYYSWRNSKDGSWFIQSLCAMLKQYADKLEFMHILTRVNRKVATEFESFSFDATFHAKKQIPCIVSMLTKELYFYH
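Compound: 8.5 µM single point, 0.8% DMSO / Material: Autoprocessing-dead procaspase-3 D3A mutant enzyme / Timing: 1 h preincubation plus 2 h reaction at 25 °C / Medium: Zinc-free HEPES/NaCl buffer with 0.01% Triton X-100 at pH 7.4 / Technique: 405 nm absorbance of p-nitroaniline, reads at 0 and 120 min / Repeats: one well per compound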
GASC-1 inh: inhibitors of GASC-1 histone demethylase, primary screen, biochemical, fluorescence, DELFIA europium | Lysine-specific demethylase 4C (Homo sapiens), Q9H3R0 | GST-JMJD2C(1-420) H3K9me3 demethylation | inhibition, % at 2.35 µM | 330,000 compounds, 0.069% hits;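 active means more than half of a compound's replicate wells show inhibition beyond 50%, single wells judged on their own value; inconclusive means some, but no more than half, of replicates pass 50% inhibition; inactive means no replicate passes 50% inhibition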;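 further: signal counts dimethyl H3K9 product captured on neutravidin plate; 0% = median of DMSO wells and 100% = 0.3 times that DMSO median; strong numbers were not always called active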
Target sequence (Q9H3R0 1-420 limits assumed): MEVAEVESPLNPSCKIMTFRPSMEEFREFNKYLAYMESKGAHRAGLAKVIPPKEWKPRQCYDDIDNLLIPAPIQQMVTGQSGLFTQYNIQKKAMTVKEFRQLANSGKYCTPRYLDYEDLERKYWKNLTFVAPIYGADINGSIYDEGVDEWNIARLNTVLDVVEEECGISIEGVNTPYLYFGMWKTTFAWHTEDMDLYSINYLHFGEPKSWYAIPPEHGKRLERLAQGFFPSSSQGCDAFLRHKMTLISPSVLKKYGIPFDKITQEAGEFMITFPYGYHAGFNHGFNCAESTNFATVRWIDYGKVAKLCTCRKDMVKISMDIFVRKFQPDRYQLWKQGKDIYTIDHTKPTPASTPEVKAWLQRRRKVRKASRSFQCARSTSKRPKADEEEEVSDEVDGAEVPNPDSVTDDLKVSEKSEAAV
proCasp7 act: procaspase-7 activators, primary screen, counter-screen for procaspase-3 activator project, biochemical, absorbance, HTS, human. Caspase-7 (Homo sapiens), P55210. recombinant procaspase-7, Ac-DEVD-pNA absorbance 405 nm; D23A/D198A/D206A triple mutant, cannot self-cleave; scale: DMSO 0, 5 µM enzyme 100. activation, % at 8.5 µM. 330,000 compounds, 0.093% hits;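 active means percent activation above the screen-wide mean plus 3 SD, cut at about 25% in these data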
Target sequence (P55210 whole entry D23A/D198A/D206A): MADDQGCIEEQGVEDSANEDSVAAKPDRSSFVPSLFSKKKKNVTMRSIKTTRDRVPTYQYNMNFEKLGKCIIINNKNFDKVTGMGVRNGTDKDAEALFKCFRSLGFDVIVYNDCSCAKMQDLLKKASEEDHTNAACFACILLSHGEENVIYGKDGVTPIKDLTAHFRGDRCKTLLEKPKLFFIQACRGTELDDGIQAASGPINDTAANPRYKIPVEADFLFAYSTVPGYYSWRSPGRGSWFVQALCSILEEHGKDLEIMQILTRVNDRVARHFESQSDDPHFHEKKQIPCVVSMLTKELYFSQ
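Detection: p-Nitroaniline absorbance at 405 nm, read at 0 and 120 min; system: Uncleavable procaspase-7 mutant enzyme; evaluation: % activation from two-timepoint absorbance difference, scaled to controls; times: 1 h enzyme–compound preincubation and 2 h substrate reaction, both 25 °C; buffer or medium: Zinc-free HEPES pH 7.4 with 300 mM NaCl, 0.01% Triton X-100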
MEP2 TOR yeast: modulators of MEP2-GFP levels in yeast, primary screen, S. cerevisiae, multiplex flow cytometry, MLPCN library | AID 2016, 2009 | GFP response vs DMSO, % at 10 µM | S. cerevisiae MEP2-GFP strain, 3 h; 100% = DMSO control level | 330,000 compounds, 0.51% hits;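 active means GFP response versus DMSO above a set limit, roughly screen mean plus 3 SD, cut at about 180% in these data; inconclusive means fewer than 70 cells counted for a yeast strain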;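 further: median GFP fluorescence of the barcode-gated MEP2-GFP cells per well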
LAP4-GFP MLPCN: modulators of LAP4-GFP expression in yeast, primary screen, S. cerevisiae, multiplex flow cytometry, MLPCN library | 3 h; median GFP as percent of DMSO wells | GFP response vs DMSO, % at 10 µM | 320,000 compounds, 0.34% hits | AID 2023, 2009;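 active means GFP response vs DMSO above a set limit, about the screen mean plus 3 SD, cut at about 150% in these data; inconclusive means under 70 cell events counted for the yeast strain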
AHR activator: AHR activators, primary screen, cell-based, luminescence, luciferase reporter, human | Aryl hydrocarbon receptor (Homo sapiens), P35869 | AHR-responsive luciferase reporter cells | activation, % at 5 µM | 320,000 compounds, 2.5% hits; in the data active means activation above about 47%;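 further: 0% = vehicle wells and 100% = reference agonist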
Yeast superoxide: reduction of superoxide in aged yeast, primary screen, HTS | S. cerevisiae aged cells, superoxide DHE fluorescence; active compounds read low | superoxide response (% of plate mean), % at 10 µM | 330,000 compounds, 0.18% hits | AID 2690, 2010;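 active means superoxide response under a set limit, about three screen SD below normal, cut at about 65% in these data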;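 further: yeast aged for seven days with compound at 30 °C before DHE staining; 100% = average MFI of all compound-treated wells on the plate with controls excluded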
RPL19A TOR yeast: RPL19A-GFP expression modulators in yeast, primary screen, cell-based, S. cerevisiae, multiplex flow cytometry, MLPCN | percent response vs DMSO, % at 10 µM | 330,000 compounds, 0.3% hits | S. cerevisiae RPL19A-GFP strain, 3 h; active compounds read low | AID 2025, 2009;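 active means percent response vs DMSO below 50%; inconclusive means fewer than 70 events counted for the yeast strain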;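 further: median channel GFP fluorescence of the barcoded RPL19A-GFP strain; ratio of sample median GFP to plate DMSO average so 100% = DMSO; lower means less RPL19A-GFP as with rapamycin TOR inhibition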
Starred values were filed as active, the others as inactive; ? = inconclusive; · = no result given; [ ] = dose if it differs, or a comment.

A first look:
mol	procasp3 activ	GASC-1 inh	proCasp7 act	MEP2 TOR yeast	LAP4-GFP MLPCN	AHR activator	Yeast superoxide	RPL19A TOR yeast
CCn1c(SCC(=O)Nc2nnc(C)s2)nnc1C(C)NC(=O)c1ccccc1F (centres undefined)	5	-4	-3	225*[may fluoresce violet]	86[may fluoresce violet]	-2	84	59[may fluoresce violet]
CCOc1ccc(C(=O)O/N=C(\N)c2ccccn2)cc1	·	6	·	106	106	·	110	101
O=C(COC(=O)c1ccc(S(=O)(=O)NCc2ccco2)cc1)Nc1ncc(Cl)cc1Cl	1	0	0	106	92	3	105	100
COC(=O)C(NC(C)=O)(Nc1ccc(Br)cc1)C(=O)OC	0	3	1	104	97	-1	83	99
CC1CN(c2cc(=O)n(-c3ccccc3)c(=O)[nH]2)CC(C)O1 (centres undefined)	2	4	-5	98	96	-2	114	97
COc1cc(NC(=O)CCc2nnc3ccc(N4CCC(C)CC4)nn23)cc(OC)c1	2	-4	-3	97	105	7	105	101

Results, from the first entry:
mol	procasp3 activ	GASC-1 inh	proCasp7 act	MEP2 TOR yeast	LAP4-GFP MLPCN	AHR activator	Yeast superoxide	RPL19A TOR yeast
CCn1c(SCC(=O)Nc2nnc(C)s2)nnc1C(C)NC(=O)c1ccccc1F (centres undefined)	5	-4	-3	225*[may fluoresce violet]	86[may fluoresce violet]	-2	84	59[may fluoresce violet]
CCOc1ccc(C(=O)O/N=C(\N)c2ccccn2)cc1	·	6	·	106	106	·	110	101
O=C(COC(=O)c1ccc(S(=O)(=O)NCc2ccco2)cc1)Nc1ncc(Cl)cc1Cl	1	0	0	106	92	3	105	100
COC(=O)C(NC(C)=O)(Nc1ccc(Br)cc1)C(=O)OC	0	3	1	104	97	-1	83	99
CC1CN(c2cc(=O)n(-c3ccccc3)c(=O)[nH]2)CC(C)O1 (centres undefined)	2	4	-5	98	96	-2	114	97
COc1cc(NC(=O)CCc2nnc3ccc(N4CCC(C)CC4)nn23)cc(OC)c1	2	-4	-3	97	105	7	105	101
CCC12CN3CC(CC)(CN(C1)C3c1ccc(OC(C)C)cc1)C2=O (centres undefined)	3	-1	2	100	106	0	92	98
CCOC(=O)C1=NN(c2ccc(F)cc2)C2=NC(C)=C(C(=O)OC)C(c3cccs3)N12 (centres undefined)	-1	-5	-4	101	100	2	100	103
COc1cccc(NC(=O)CNC(=O)c2ccccc2)c1	4	-8	14	97	103	20	95	98
O=C(CCC(=O)N1CCN(c2ccccc2)CC1)Nc1nnc(C2CCCCC2)s1	-6	0	13	103	113	-2	89	101
COc1ccc(-c2nn(-c3ccccc3)cc2CNCc2cccnc2)c(F)c1	-9	-14	3	99	102	9	105	96
Cc1ccccc1OCC(=O)Nc1cccc(Cl)c1C	-2	2	-1	100	88	-8	97	103
COc1ccc(-n2ccnc2SCC(=O)NC2CCCC2)cc1	4	-4	9	93	93	0	107	91
CN1CCN(c2ccc(Nc3ccnc4cc(Cl)ccc34)cc2)CC1	-4	8	-24	107	97	4	95	112
c1ccc(-c2noc(CSc3nnnn3-c3ccccc3)n2)cc1	9	-5	-2	102	107	13	87	99
Fc1cccc(Nc2ncnc3sc4c(c23)CCC4)c1	-1	-2	10	64	84	25	107	91
COc1ccc(-c2nc3n(c(=O)c2C#N)CCS3)cc1	-1	10	0	103	102	8	127	99
CCCC(=NCc1ccccc1)C1=C(O)C(C(=O)OC)C(C)(C)CC1=O (centres undefined)	13	-3	6	98	105	4	117	99
Cc1onc(-c2c(Cl)cccc2Cl)c1C(=O)c1c[nH]c(C(=O)NCC2CCCO2)c1 (centres undefined)	1	-13	7	98	105	5	106	102
CC(C)CCNC(=O)CN(Cc1ccco1)C(=O)c1snc(C(N)=O)c1N	-1	-13	-5	105	101	1	109	106
COc1cccc(NC(=O)C2C3C=CC(C3)C2C(=O)O)c1 (centres undefined)	3	7	6	97	94	-2	102	97
CC1Nc2ncnc(N3CCN(c4ccccn4)CC3)c2N(Cc2ccccc2)C1=O (centres undefined)	5	3	9	89	101	12	86	101
COc1cc(/C=C(\C#N)C(=O)Nc2cc(C(F)(F)F)ccc2Cl)ccc1OCC(=O)Nc1cccc(C(F)(F)F)c1	4	16	-2	105	90	9	107	100
CSc1cccc(CN2CCCC(C(=O)Nc3cccc(-n4cccn4)c3)C2)c1 (centres undefined)	-7	3	-8	?	79[may fluoresce red]	27	93	?
COc1ccc(CNC(=O)C2CCN(C(=O)c3csc(Nc4ccc(C)cc4)n3)CC2)cc1	13	-9	12	109	119	2	100	104
CC1=CN2C(=N)/C(=C/c3cn(CCCOc4ccccc4C)c4ccccc34)C(=O)N=C2S1	-10	7	1	102	90	23	107	100
COCCCNC(=S)NNC(=O)c1ccoc1C	7	-3	-2	109	105	0	103	103
O=c1nc2n(c3cccc(Cl)c13)CCCCC2	6	3	3	112	95	0	109	104
Cc1ccc(N2CC(C(=O)Nc3nnc(SCC(=O)NCC4CCCO4)s3)CC2=O)cc1 (centres undefined)	2	2	3	94	94	-4	81	105
CCn1c(SCC(=O)Nc2ccccc2-c2ccccc2)nnc1-c1ccoc1C	5	1	2	89	86	-2	114	93

Exported as labelled records: entries from further up.
Cc1ccc(N2CC(C(=O)Nc3nnc(SCC(=O)NCC4CCCO4)s3)CC2=O)cc1 (centres undefined)
  procasp3 activ: 2
  GASC-1 inh: 2
  proCasp7 act: 3
  MEP2 TOR yeast: 94
  LAP4-GFP MLPCN: 94
  AHR activator: -4
  Yeast superoxide: 81
  RPL19A TOR yeast: 105
CCn1c(SCC(=O)Nc2ccccc2-c2ccccc2)nnc1-c1ccoc1C
  procasp3 activ: 5
  GASC-1 inh: 1
  proCasp7 act: 2
  MEP2 TOR yeast: 89
  LAP4-GFP MLPCN: 86
  AHR activator: -2
  Yeast superoxide: 114
  RPL19A TOR yeast: 93

New compounds follow.
mol	procasp3 activ	GASC-1 inh	proCasp7 act	MEP2 TOR yeast	LAP4-GFP MLPCN	AHR activator	Yeast superoxide	RPL19A TOR yeast
O=C(Nc1nc2c(ccc3ccccc32)s1)c1ccco1	7	21	-9	95	112	66*	109	90
COc1cccc(/C=N/NC(=O)c2cnccn2)c1	-2	-2	5	118	105	45	99	105
N/C(=N\OS(=O)(=O)c1ccccc1)c1cccnc1	-5	-6	0	94	86	10	105	94
O=C(NCC(=O)N1CCN(C(c2ccccc2)c2ccccc2)CC1)c1ccc(Br)o1	-4	-7	8	92	85	4	92	105
Cn1cnnc1SCC(=O)Nc1ccc2c(c1)CCC2	4	-3	5	106	103	4	92	101
CCc1nnc(NC(=O)c2cc(-c3ccccc3)nn2-c2ccccc2)s1	-1	-9	-9	104	109	14	101	100
Cc1ccc(OCC(=O)Nc2ccc(C(N)=O)cc2)cc1	-1	2	10	109	101	-1	93	104
CCCC(C(=O)NNC(=O)c1cc(C)oc1C)c1ccccc1 (centres undefined)	2	-2	-1	103	88	6	86	105
Cc1onc(-c2ccccc2)c1C(=O)Nc1cccnc1	1	-2	-4	100	101	2	99	98
O=C(CSc1nnc(-c2cccnc2)o1)Nc1ccc(Cl)cc1	1	-2	5	98	99	4	81	106
COc1cc(N(C(=O)Cc2cccs2)C(C(=O)NC2CCCCC2)c2cccc(OC)c2OC)ccc1-n1cnnn1 (centres undefined)	-2	-4	-8	103	103	-2	115	100
CC(NC(=O)OC1CCCCC1)N1C(=O)C2C3C=CC(C3)C2C1=O (centres undefined)	5	0	7	107	105	0	103	94
Cc1cc2c(C)cc(=O)[nH]c2cc1NC(=O)CCl	-7	-2	1	98	100	8	99	98
COC(=O)Cn1c(C(F)(F)F)nc2ccccc21	-6	15	-2	109	102	1	97	105
COc1ccc(NC(=O)CN(C)C(=O)C2CC(=O)N(c3cccc4ccccc34)C2)cc1 (centres undefined)	-1	·	0	100	110	1	104	99
CCc1nnc(NC(=O)c2ccc(S(=O)(=O)N(C)Cc3ccccc3)cc2)o1	4	1	6	113	186*	1	98	92
CNC(=S)N/N=C(\C)c1cccc([N+](=O)[O-])c1	-10	5	7	126	111	-1	111	104
CC1CCc2c(sc(NC(=O)c3ccc(Cn4cc(Br)cn4)o3)c2C(N)=O)C1 (centres undefined)	-1	1	-7	93	94	37	124	103
COC(=O)c1c(NC(=O)CN2CCC3(O)CCCCC3C2c2cc(OC)ccc2OC)sc(C)c1C (centres undefined)	-3	3	-5	89	83	35	102	99
O=C(NCc1ccncc1)C(=O)Nc1nccs1	-12	37	5	102	96	15	127	108
CCOC(=O)Cc1nnc(Nc2cccc(O)c2)c2ccccc12	4	-2	4	100	96	-3	97	98
CN1C(=O)NC(c2ccc([N+](=O)[O-])cc2)C2=C1CC(C)(C)CC2=O (centres undefined)	4	7	-12	104	89	2	103	106
COc1ccc(/C=C/C(=O)c2ccc([N+](=O)[O-])o2)cc1OC	-9	-1	-10	·	·	2	·	·
CC(=O)Oc1ccc2nc(-c3cccs3)oc(=O)c2c1	-8	-4	19	94	103	2	111	102
CNC(=O)COc1coc(CN2CCN(c3ccc(OC)cc3)CC2)cc1=O	1	9	6	96	98	-1	89	100
c1cncc(-c2nc(N3CCCCCC3)c3ccccc3n2)c1	2	3	11	100	109	0	94	97
CCOC(=O)N1CCC(NC(=O)c2ccc3c(c2)N(C)CCS3)CC1	-3	·	-3	102	100	2	98	95
NC(=O)c1sc2cc(C(F)(F)F)cnc2c1-c1cccs1	-6	-1	-18	100	93	-6	106	·
Cc1cccc(NC(=O)Cn2c(=O)n3nc(CCn4nc(C)cc4C)nc3c3ccccc32)c1	10	-9	2	97	95	4	103	97
O=C(NCc1cccs1)c1nc(-c2cccs2)no1	6	-2	-12	117	77	10	198	106

Compound activity from PubChem.
